Screens as filed in PubChem.
TNFa cytotox: HUVEC cytotoxicity counter-screen, TNF alpha stimulated; HUVEC TNFalpha-stimulated, Hoechst cell count, imaging; cell count reduction, % at 2 µM; 0.17% of 93,000 active; AID 848;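 active means cell count reduction exceeding the screen mean by over 5 SD, scaled to untreated wells per plate, cut at about 78% in these data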;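 further: cells counted after 24 h of TNF alpha exposure following the 1 h pretreatment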
LYP act: increases human PTPN22 phosphatase activity | recombinant LYP, DiFMUP fluorescence; 0 = plate median, 100 = signal doubled | AID 697 | 0.11% of 96,000 active | Q9Y2R2 | activation, % at 2 µM;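 active means activation at 2 µM above a set limit, the mean plus 5 SD, cut at about 37% in these data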
PTK2B oligo ant: antagonists of human Pyk2 oligomerization. Q14289. Q293 cells, Pyk2 FERM NanoBiT luminescence; hits give low values. z-score (the deposit names both 25 µM and 10 µM). 0.83% of 99,000 active. AID 1347419;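 active means Z-score of -3 or lower, scaled per plate to the spread of control and sample wells; inactive means z-score above -3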;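 further: negative z-score means lost luminescence so less FERM oligomerization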
Target sequence (Q14289 whole entry, looked up): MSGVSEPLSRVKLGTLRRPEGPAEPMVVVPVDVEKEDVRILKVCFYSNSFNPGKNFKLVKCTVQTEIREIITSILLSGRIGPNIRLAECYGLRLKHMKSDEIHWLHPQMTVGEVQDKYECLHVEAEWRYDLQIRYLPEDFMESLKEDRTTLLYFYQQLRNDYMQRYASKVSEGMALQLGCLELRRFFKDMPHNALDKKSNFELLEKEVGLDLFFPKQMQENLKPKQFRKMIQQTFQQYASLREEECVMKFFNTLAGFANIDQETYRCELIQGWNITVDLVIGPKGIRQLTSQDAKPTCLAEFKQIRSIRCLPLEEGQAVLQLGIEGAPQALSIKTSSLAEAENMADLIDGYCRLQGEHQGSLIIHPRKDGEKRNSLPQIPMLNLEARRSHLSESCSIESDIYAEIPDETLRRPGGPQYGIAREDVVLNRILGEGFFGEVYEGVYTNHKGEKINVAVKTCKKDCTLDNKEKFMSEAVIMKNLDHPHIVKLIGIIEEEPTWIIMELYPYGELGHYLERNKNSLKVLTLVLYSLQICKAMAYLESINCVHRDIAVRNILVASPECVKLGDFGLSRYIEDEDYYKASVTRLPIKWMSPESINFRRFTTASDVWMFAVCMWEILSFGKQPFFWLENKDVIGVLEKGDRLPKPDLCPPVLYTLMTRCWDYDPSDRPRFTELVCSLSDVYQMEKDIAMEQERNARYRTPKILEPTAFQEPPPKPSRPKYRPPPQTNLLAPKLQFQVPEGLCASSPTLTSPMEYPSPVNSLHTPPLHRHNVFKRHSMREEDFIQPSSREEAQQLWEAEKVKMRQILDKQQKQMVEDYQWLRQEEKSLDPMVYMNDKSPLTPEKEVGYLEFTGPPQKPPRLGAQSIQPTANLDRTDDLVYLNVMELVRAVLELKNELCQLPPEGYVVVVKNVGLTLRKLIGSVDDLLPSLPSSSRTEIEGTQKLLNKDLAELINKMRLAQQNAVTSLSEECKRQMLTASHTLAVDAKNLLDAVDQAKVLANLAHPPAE
LYP inh 2: inhibitors of human LYP (PTPN22) phosphatase | Q9Y2R2 | recombinant LYP catalytic domain, DiFMUP fluorescence | inhibition, % at 2 µM | 0.21% of 96,000 active | AID 640;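 active means inhibition at 2 µM at or above a set limit, the screen mean plus 3 SD, cut at about 24% in these data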;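 further: 0% = DMSO with enzyme and 100% = enzyme fully blocked by orthovanadate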
IL1B cytotox: HUVEC cytotoxicity counter-screen, IL-1B stimulated. HUVEC cell count loss, Hoechst imaging. cell count reduction, % at 2 µM. 0.41% of 94,000 active. AID 845;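 active means cell count reduction more than 3 SD above the screen-wide mean, cut at about 70% in these data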;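 further: normalized per plate to untreated control cells as the no-loss baseline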
cytoskel mod: cytoskeleton assembly modification; HUVEC TNFa F-actin phalloidin imaging, high content; inhibition, % at 2 µM; 0.18% of 91,000 active; AID 836;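 active means inhibition above the batch mean plus 3 SD and confirmed as a hit by visual image inspection, cut at about 30% in these data, passing the limit was not always enough; inconclusive means above the inhibition threshold but rejected on visual inspection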; further: strong numbers were not always called active
VCAM1 TNFa inh: reduces TNF alpha induced VCAM1 expression in HUVEC. HUVEC TNFa-induced VCAM-1 immunofluorescence, high-content imaging. inhibition, % at 2 µM. 0.48% of 95,000 active. AID 802;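 active means inhibition above the batch mean plus 3 SD, with images confirmed as a hit by eye, cut at about 37% in these data; inconclusive means inhibition above that limit but hit not confirmed in images; inactive means inhibition not above that limit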;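 further: 0% = TNF-stimulated DMSO wells and 100% = unstimulated control wells; not every result past the cut was called active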
ERa SRC1 inh: blocks coactivator binding to human estrogen receptor alpha; 1.7% of 86,000 active; P03372; inhibition, % at 25.6 µM; TR-FRET ER-alpha LBD / SRC-1 peptide, estradiol-bound; in the data active means inhibition above about 50%;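 further: 0% = receptor plus peptide control and 100% = peptide only without receptor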
FAK inh: blocks human focal adhesion kinase activity; Q05397; 0.84% of 97,000 active; AID 727; inhibition, %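 (tested at 7 µM)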; biochemical FAK kinase activity assay; in the data active means inhibition above about 19%;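 further: 0% = DMSO and 100% = reference compound high control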
Active calls of the source: *; u = inconclusive; x = no result given; [ ] = dose if it differs, or a comment. Rows are unselected (roughly 3.8% active in at least one column).

SMILES	TNFa cytotox	LYP act	PTK2B oligo ant	LYP inh 2	IL1B cytotox	cytoskel mod	VCAM1 TNFa inh	ERa SRC1 inh	FAK inh
C=CCc1ccc(OCCCOc2ccc(C)cc2OC)c(OC)c1	-4	-7	-0.26	6	0	-3	-9	0	0
COc1nc(N)nc(CC(=O)C2CC2)n1	-12	3	0.88	-3	-3	-24	5	-3	-4
COc1ccc(Nc2nc3ccccc3nc2-n2nc(C)cc2C)cc1	-17	-1	-0.63	-2	5	1	10	1	0
CC(C)(C)NC(=O)C(c1ccncc1)N(Cc1cccs1)C(=O)Cn1nnc(-c2ccc(F)cc2)n1 (configuration not stated)	x	-11	0.4	12	-40	-23	10	1	-1
COc1ccc(OCC(=O)Nc2nnc(C)s2)cc1	-15	-3	0.87	7	-2	10	-2	-1	-3
O=C(COC(=O)[C@H](Cc1ccccc1)NC(=O)c1ccco1)NCc1ccccc1	1	-1	-0.14	-1	-20	4	-8	x	-1
Cc1ccc(NC(=O)c2ccco2)cc1C	-18	1	0.3	-3	23	17	6	-6	4
O=C(NCCCN1CCOCC1)c1ccc(CS(=O)(=O)c2c(Cl)cccc2Cl)o1	-16	-3	x	1	-21	-7	6	-1	-3
COc1ccc(-c2cn3nc4c(nc3n2)CCCC4)cc1	-40	-4	-0.35	6	-48	22	-13	4	4
CCCCCNc1nc(NCCCO)c(C#N)c2c1CN(C)CC2	-10	-4	-0.15	6	29	-2	11	-6	-1
Cc1ccc(C(OC(=O)c2ccco2)C(=O)NC2CCCCC2)cc1 (configuration not stated)	-8	-7	-0.35	9	-2	18	4	-1	-3
COC(=O)c1ccc(Cn2nnc3c(sc4nc(N5CCOCC5)c5c(c43)CCCC5)c2=O)o1	7	-2	x	4	24	-5	-22	-5	-1
CC(C)=CC(=O)Nc1ccccc1C(N)=O	45	-3	0.17	0	-1	-15	7	10	4
CCn1cnc2sc(-c3ccccc3)cc2c1=O	-11	-4	1.1	3	7	-33	-2	3	6
Cc1ccc(Cn2c(CN3CCOCC3)nc3c2c(=O)[nH]c(=O)n3C)cc1	-15	4	0.89	-6	-57	x	11	3	2
OC(COc1cccc(OCC(O)CN2CCCC2)c1)CN1CCCC1 (configuration not stated)	x	2	0.67	0	0	-13	-28	-2	2
Cc1cccc(N2CCN(C(=O)c3ccncc3)CC2)c1C	-13	-2	1.4	-3	7	-2	8	-5	2
O=C(O)c1ccc(CSc2nnc(-c3ccco3)o2)cc1	-21	0	x	-1	6	7	6	-3	1
CCOC(=O)c1ccc(NC(=O)CS(=O)(=O)c2cn(CC)c3ccccc23)cc1	-17	-6	-1.1	3	-12	-5	7	x	2
COc1ccc2[nH]c(=O)c(CN(CCCN3CCOCC3)C(=O)NCc3ccccc3)cc2c1	-23	7	0.96	-7	13	22	20	-1	2
O=C(C1CCCN(S(=O)(=O)c2cccc3nonc23)C1)N1CCC(Cc2ccccc2)CC1 (configuration not stated)	-10	0	-0.84	0	-26	-1	8	-14	0
c1ccc(-c2nc3cnccn3c2Nc2ccc3c(c2)OCCO3)cc1	12	2	-2	2	25	-4	0	x	15
COc1ccc(C(=O)OC(C)CN2CCN(C)CC2)cc1OC (configuration not stated)	-4	-10	-0.46	8	-1	5	29	x	0
Cn1c(SCC(=O)O)nnc1C1CCCCC1	6	-3	1.2	2	-160	-7	24	-1	-1

15 entries from above, with bars between the fields.
molecule | TNFa cytotox | LYP act | PTK2B oligo ant | LYP inh 2 | IL1B cytotox | cytoskel mod | VCAM1 TNFa inh | ERa SRC1 inh | FAK inh
Cc1ccc(NC(=O)c2ccco2)cc1C | -18 | 1 | 0.3 | -3 | 23 | 17 | 6 | -6 | 4
O=C(NCCCN1CCOCC1)c1ccc(CS(=O)(=O)c2c(Cl)cccc2Cl)o1 | -16 | -3 | x | 1 | -21 | -7 | 6 | -1 | -3
COc1ccc(-c2cn3nc4c(nc3n2)CCCC4)cc1 | -40 | -4 | -0.35 | 6 | -48 | 22 | -13 | 4 | 4
CCCCCNc1nc(NCCCO)c(C#N)c2c1CN(C)CC2 | -10 | -4 | -0.15 | 6 | 29 | -2 | 11 | -6 | -1
Cc1ccc(C(OC(=O)c2ccco2)C(=O)NC2CCCCC2)cc1 (configuration not stated) | -8 | -7 | -0.35 | 9 | -2 | 18 | 4 | -1 | -3
COC(=O)c1ccc(Cn2nnc3c(sc4nc(N5CCOCC5)c5c(c43)CCCC5)c2=O)o1 | 7 | -2 | x | 4 | 24 | -5 | -22 | -5 | -1
CC(C)=CC(=O)Nc1ccccc1C(N)=O | 45 | -3 | 0.17 | 0 | -1 | -15 | 7 | 10 | 4
CCn1cnc2sc(-c3ccccc3)cc2c1=O | -11 | -4 | 1.1 | 3 | 7 | -33 | -2 | 3 | 6
Cc1ccc(Cn2c(CN3CCOCC3)nc3c2c(=O)[nH]c(=O)n3C)cc1 | -15 | 4 | 0.89 | -6 | -57 | x | 11 | 3 | 2
OC(COc1cccc(OCC(O)CN2CCCC2)c1)CN1CCCC1 (configuration not stated) | x | 2 | 0.67 | 0 | 0 | -13 | -28 | -2 | 2
Cc1cccc(N2CCN(C(=O)c3ccncc3)CC2)c1C | -13 | -2 | 1.4 | -3 | 7 | -2 | 8 | -5 | 2
O=C(O)c1ccc(CSc2nnc(-c3ccco3)o2)cc1 | -21 | 0 | x | -1 | 6 | 7 | 6 | -3 | 1
CCOC(=O)c1ccc(NC(=O)CS(=O)(=O)c2cn(CC)c3ccccc23)cc1 | -17 | -6 | -1.1 | 3 | -12 | -5 | 7 | x | 2
COc1ccc2[nH]c(=O)c(CN(CCCN3CCOCC3)C(=O)NCc3ccccc3)cc2c1 | -23 | 7 | 0.96 | -7 | 13 | 22 | 20 | -1 | 2
O=C(C1CCCN(S(=O)(=O)c2cccc3nonc23)C1)N1CCC(Cc2ccccc2)CC1 (configuration not stated) | -10 | 0 | -0.84 | 0 | -26 | -1 | 8 | -14 | 0

Following part:
SMILES	TNFa cytotox	LYP act	PTK2B oligo ant	LYP inh 2	IL1B cytotox	cytoskel mod	VCAM1 TNFa inh	ERa SRC1 inh	FAK inh
COc1ccc(OC)c(C(=O)c2coc3ccc(O)c(CN4CCOCC4)c23)c1	-3	-5	-1.1	8	4	1	-14	8	0
Cc1ccc(C(=O)NCc2ccc3c(c2)OCO3)cc1S(=O)(=O)N1CCCCC1	4	2	0.14	-4	1	-11	-3	-12	1
COc1ccc(C(C)(C)C)cc1S(=O)(=O)N1CCN(C)CC1	-22	-7	0.49	6	4	21	93*	2	-1
Nn1c(SCC(=O)Nc2ccccc2)nnc1-c1cccnc1	x	-7	0.4	10	6	x	x	-3	-4
COc1ccc(OCC(=O)NC(=S)Nc2ccc(N3CCOCC3)c(Cl)c2)cc1	-10	0	0.17	3	19	-1	6	x	1
Cc1sc(NC(=O)c2ccco2)c(C(c2cccnc2)N2CCC(C)CC2)c1C (configuration not stated)	-22	-8	-4.3*	12	-17	-14	26	-1	1
O=C(O)COc1ccc2c(c1)CCCC2	-3	6	0.98	-7	-5	1	18	-4	4
Cc1ccc(Cn2ncc3c(N4CCOCC4)ncnc32)cc1	4	8	0.7	-11	-28	-1	-7	-2	1
O=S(=O)(NCc1ccccc1)c1ccc2c(c1)OCCO2	-9	3	-0.83	-6	8	-10	2	x	-8
Cc1ccc(C(=O)OCC(=O)Nc2sc3c(c2C#N)CCCCC3)cc1NC(=O)c1ccco1	-13	-2	-1.2	0	-2	-17	7	11[fluorescence artefact?]	-10
Clc1ccc2nc(CSc3nc4ccccc4o3)cn2c1	x	-9	0.31	10	17	u	x	0[fluorescence artefact?]	0
O=C(c1ccc(COCC(F)(F)F)o1)N1CCCCCC1	-22	1	-0.17	2	18	5	-14	7	0
COC(=O)c1c[nH]n2c(=O)cc(CCl)nc12	4	6	-0.23	-8	-3	0	-4	x	4
O=C(CCSc1nnc2ccc3ccccc3n12)Nc1ccc(F)cc1	-24	-10	1.9	10	-13	17	6	-10[fluorescence artefact?]	-8
CCOc1ccc(S(=O)(=O)n2cc(-c3ccccc3)c(N)n2)cc1	7	-3	1.3	6	2	11	-12	5	2
CC1S/C(=C(\C#N)C(=O)NCc2ccco2)N(c2ccc(F)cc2)C1=O (configuration not stated)	-21	5	0.72	-2	8	-22	-15	1	-2
O=C(O)CC(SCc1ccc(C(=O)O)o1)C(=O)O (configuration not stated)	-15	12	0.23	-9	-2	18	4	-6	-1
CCCN1C(=O)c2cc(C(=O)NC3CCCCCC3)ccc2C1O (configuration not stated)	2	-7	x	5	-6	-6	9	-8	-2
CCOc1cccc2cc(C(=O)Nc3nccs3)c(=O)oc12	-16	-13	0.84	10	-7	10	8	x	1
O=[N+]([O-])c1ccc(S(=O)(=O)N2CCN(Cc3c[nH]c4ccccc34)CC2)cc1	-5	5	0.54	-2	-2	2	10	-6	2
C=C(C)Cn1c(=O)c(NC(=O)c2ccccc2)c2n(c1=S)CCC2	-4	14	-0.71	-18	-42	-10	9	-3	0
O=C(NC1CCCC1)C1CCN(S(=O)(=O)N2CCCCC2)CC1	-10	-1	0.29	-2	5	-6	1	-2[fluorescence artefact?]	2
COc1ccc(Cn2c(CCC(=O)Nc3ccc(C)c(C)c3)nc3cccnc32)cc1	-3	5	-1.1	-2	-18	17	6	21	1
Cc1cc(C(=O)NCCC2=CCCCC2)no1	-10	-8	0.45	4	-27	3	1	-17[fluorescence artefact?]	-1
Cc1ccc(C(=O)OCCc2c(C)[nH]n(-c3ccccc3)c2=O)cc1	-21	1	2.2	3	-20	21	16	x	0
COC(=O)c1[nH]c2ccc(C)cc2c1NC(=O)CN1CCCC(C)(C)C1	-18	8	-1.1	-11	-12	6	0	x	1
Cc1[nH]c2ccc(F)cc2c(=O)c1SC(F)(F)C(F)C(F)(F)F (configuration not stated)	-16	5	-1.5	-4	-30	12	3	16[fluorescence artefact?]	8
CS(=O)(=O)N1CCN(c2ccccc2NC(=O)c2ccc(Br)o2)CC1	-20	2	-0.46	-5	4	8	-5	-7	21*
COc1ccccc1NC(=O)CNC(=O)c1ccccc1C	5	0	1.3	-3	29	-11	15	3	1
CC1(C(=O)NC2CCCCCCC2)CCC(=O)N1Cc1cccs1 (configuration not stated)	-19	-4	0	3	9	9	-12	-4	2
O=C(O)CSc1cnc2ccccc2n1	-2	36	0.26	-40	12	-15	2	8[fluorescence artefact?]	1
CC(C)N1C(=O)S/C(=C/c2ccc3c(c2)n(C)c(=O)n3C)C1=O	-9	2	0.35	-3	-28	10	-26	x	2
CCOc1ccc(NC(=O)Cn2nnc(C(=O)NCc3ccccc3OC)c2N)cc1	-15	2	0.09	-4	-21	-18	1	5	2
CCOC(=O)c1nnn(-c2nonc2N)c1COc1c(C=O)cccc1OC	0	19	0.44	-14	1	-9	3	2	-1
Cn1c(=O)c2c(nc(CN3CCN(c4cccc(Cl)c4)CC3)n2CCc2ccccc2)n(C)c1=O	14	-16	-0.32	14	-41	-4	-7	6	3
CCOC(=O)C1CCN(c2c([N+](=O)[O-])c(C(Cl)Cl)nn2-c2ccccc2)CC1	-18	0	0.19	-3	-13	6	10	x	-2
COC(=O)C1=C(C)N=c2s/c(=C/c3ccoc3)c(=O)n2C1c1ccccc1 (configuration not stated)	7	-3	-0.49	-1	-21	-6	6	-17	3
C(/C=C/C=C/Nc1ccccc1)=Nc1ccccc1	-2	0	-0.38	0	-11	-9	4	-1	-2
COc1cc(C2C3C(C)N(C)C(=O)N(C)C3N(C)C(=O)N2C)ccc1O (configuration not stated)	-9	10	-0.26	-10	-31	-33	-16	-8	-1
COC(=O)c1ccc(-n2nnnc2SCC(=O)NCc2cccc(C(=O)O)c2)cc1	x	-9	-0.36	9	x	x	x	11[fluorescence artefact?]	5
CCc1nnc(NC(=O)CSc2ncnc3scc(-c4ccc(C)cc4)c23)s1	-20	-7	-2.7	9	-6	6	4	x	-4
